Bioassay records: PubChem BioAssay, National Center for Advancing Translational Sciences (NCATS)
GLP1R inv ag – GLP-1 receptor (human) inverse agonism | P43220 | HEK293 GLP-1R CRE-luciferase, luminescence, 24 h; GLP-1R form is constitutively active | Potency, µM (series often up to 38.3 µM), without a hit: at the top dose activity change, negative = inhibition, hits mostly inhibitors | hit rate 1.6% among 410,000 | AID 624417; note: potency is the fitted concentration of half-maximal effect; % is set by controls: 0 for no effect and ±100 for the full control effect; nearly all actives have a fitted effect of over 55% in size
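Inverse agonism was detected as reduced cAMP-driven luciferase luminescence after 24 h compound treatment. The cells were HEK293 clones expressing constitutively active human GLP-1R with the reporter. Reporter-only and GPR119 cell lines served as counterscreen controls.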
WRN helicase inh – WRN helicase (human) inhibition; WRN helicase unwinding, fluorescent forked duplex, kinetic; Potency, µM (series often up to 114 µM), inactives show top-dose activity change, negative = inhibition, most hits filed as inhibitors; hit rate 0.46% among 360,000; note: potency is the fitted concentration of half-maximal effect; % is set by controls: 0 for no effect and ±100 for the full control effect; nearly all actives have a fitted effect of over 55% in size
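Primary qHTS, 1536-well format. 20 nM WRN + compound, 15 min RT; start with 100 nM forked fluorophore/quencher duplex, 2 mM ATP (final); kinetic read ex 525/em 598 nm.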
IL2 activator – activates IL-2 in a cell-based reporter assay. IL-2 activation reporter assay, cell-based qHTS; stimulated with anti-CD3/CD4/CD28 beads; in transgenic mouse T cells. hit rate 0.065% among 360,000. AID 652025. activation, % (series mostly up to about 46 µM); in the data active = activation above about 50%; inconclusive = mostly about 30% to 49%; note: 0% is about no effect
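EGFP and DsRed fluorescence is measured by plate cytometry in unstimulated transgenic mouse T cells exposed to compound for 60 minutes, then stimulated 18 hours at 37 degrees C with anti-CD3/anti-CD4 beads plus anti-CD28.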
PI5P4Ka inh – blocks human PI5P4K alpha kinase activity; PI5P4Kalpha enzyme, ADP-Glo luminescence, 60 min; hits give low values; max response, %; hit rate 1.2% among 330,000; AID 652105; active = max response of -50% or lower; inconclusive = between -30% and -50%; inactive = -30% or higher; note: value at the top dose of about 77 µM; % is set by controls: 0 for no effect and ±100 for the full control effect
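Quantitative HTS of the MLSMR library against PI5P4Kalpha with substrate. ATP added last at 5 microM final; room temperature, 60 minutes. Remaining ATP depleted, ADP converted and read as luminescence.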
PLK1 PBD block – PLK1 (human) polo-box domain binding inhibition. hit rate 2.8% among 360,000. Plk1 PBD binding of FITC phosphopeptide, fluorescence polarization. P53350. Potency, µM, for the others: max response, negative = inhibition, actives largely listed as inhibitors. AID 720504; note: potency is the fitted concentration of half-maximal effect; series mostly up to about 57 µM; % is set by controls: 0 for no effect and ±100 for the full control effect; nearly all actives have a fitted effect of over 65% in size
DRD3 agonist – activates the human D3 dopamine receptor | hit rate 0.58% among 410,000 | max activation, % | D3R DiscoveRx beta-arrestin cells, luminescence, 90 min | P35462; in the data active = max activation above about 30%; note: 0% is about no effect; mostly tested at two doses, the higher about 12 µM
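Agonist mode: compounds and dopamine controls were applied to plated cells for 90 min at 37 degrees C after an overnight attachment at 1500 cells/well. Luminescent read-out followed 30 - 60 minutes at room temperature with DiscoveRx detection reagent.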
GLP-1R agonist – activates the human GLP-1 receptor | AID 624172 | Potency, µM (series often up to 45.6 µM), inactives show at the top dose activation, usual class: activators | HEK293 GLP-1R CRE-luciferase, luminescence, 4-6 h; cells express a hypersensitive GLP-1R form | P43220 | hit rate 0.007% among 380,000; note: potency is the fitted concentration of half-maximal effect; % of control where 0% means no effect
DRD3 antagonist – blocks the human D3 dopamine receptor | D3R cells, DiscoveRx beta-arrestin luminescence, antagonist mode; hits give low values | P35462 | max response, negative = inhibition, % | hit rate 2.5% among 360,000; in the data active = max response below about -50%; inconclusive = no clear call, values can overlap the other calls; note: % is set by controls: 0 for no effect and ±100 for the full control effect; mostly tested at two doses, the higher about 12 µM
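Cells expressing the human receptor were seeded at 1500 cells/well, incubated overnight at 37 degrees C in 5% CO2, then exposed to library compounds with dopamine controls for 90 minutes at 37 degrees C before luminescent detection.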
HEK293 tox – cytotoxicity in counter-screen for GLP-1R inverse agonists; HEK293 cAMP-luciferase reporter cells, luminescence, 24 h; Potency, µM (highest dose often 38.3 µM), for inactives: at the highest dose activity change, negative = inhibition, hits mostly inhibitors; hit rate 0.13% among 410,000;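 note: loss of luciferase light is scored as toxicity; potency is the fitted concentration of half-maximal effect; % is set by controls: 0 for no effect and ±100 for the full control effect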
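Cells in DMEM/10% Nu serum/1% pen-strep, 1536-well format. Pre-incubated 12 h, dosed with 23 nL compound, incubated a further 24 h. Luciferase detection, 12 min at room temp, luminescence.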
The depositor's hits bear a star; ? = inconclusive; · = not tested or not shown; & = joins results of further samples; [ ] = dose if it differs, or a comment. Unless noted, calls come from the whole dose curve; as a rule, active = well fitted curve in the direction sought with a large enough effect; inconclusive = small, poorly fitted or top-dose-only effect, or another doubt; inactive = no such curve, though single readings can be large; an effect the other way counts as inactive or inconclusive.

Field names: A = GLP1R inv ag; B = WRN helicase inh; C = IL2 activator; D = PI5P4Ka inh; E = PLK1 PBD block; F = DRD3 agonist; G = GLP-1R agonist; H = DRD3 antagonist; I = HEK293 tox
Fc1ccc2c(-c3cccc(C(F)(F)F)c3)c(-c3ccccc3)ncc2c1
  A: ?	B: -4%	C: -0.3	D: 1	E: -4%	F: 11	G: 12%	H: 3	I: -1%
O=C(Nc1nc2ccccc2s1)C1CC(=O)N(c2ccccc2)C1 (stereo unspecified)
  A: -28%	B: 5%	C: -2.0	D: 5	E: -7%	F: -7	G: -9%	H: 1	I: 2%
COCCCNC(=O)c1ccc(C2SCC(=O)N2Cc2ccco2)cc1 (stereo unspecified)
  A: 10%	B: 1%	C: -3.2	D: 0	E: 0%	F: 1	G: 3%	H: 4	I: 3%
O=C(CN1C(=O)CCC1=O)Nc1ccc2c3c(cccc13)CC2
  A: 0%	B: -4%	C: -2.6	D: -3	E: 0%	F: -1	G: -8%	H: 7	I: 0%
Cc1nc2ccc([N+](=O)[O-])cc2c(=O)n1Cc1ccc([N+](=O)[O-])cc1
  A: 11%	B: -6%	C: -1.3	D: 0	E: 1%	F: 0	G: 8%	H: -1	I: -3%
O=C(NCc1ccco1)c1ccc2c(c1)CCO2
  A: -9%	B: -4%	C: 7.2	D: 1	E: 1%	F: 11	G: 6%	H: 1	I: -8%
Cc1cc(C)n2nc(C(=O)OCC(=O)N(C)C3CCS(=O)(=O)C3)nc2n1 (stereo unspecified)
  A: 11%	B: 1%	C: 6.1	D: 5	E: -2%	F: 4	G: 14%	H: 1	I: 3%
O=C(/C=C/c1ccco1)NCc1ccccn1
  A: 24%	B: -7%	C: -0.2	D: -13	E: ?	F: 0	G: 0%	H: -8	I: 5%
COc1ccccc1C(=O)Nc1ncc2c(n1)CC(c1ccco1)CC2=O (stereo unspecified)
  A: 15%	B: -6%[11.6 µM]	C: -0.8	D: ·	E: -4%	F: 8	G: -1%	H: 5	I: 9%
Cc1c(C#N)c2ccccc2n1C
  A: 14%	B: 10%	C: 0.2	D: 5	E: -4%	F: 7	G: 3%	H: 16	I: 4%
CCOc1ccc(-n2nc3c(=S)[nH]nc(C)c3c2C)cc1
  A: -5%	B: -10%	C: -0.5	D: 2	E: 1%	F: -12	G: 3%	H: ?	I: -3%
COc1ccc2nc(SCC(=O)Nc3ccc(S(=O)(=O)N4CCCC4)cc3)c(C#N)cc2c1
  A: 1%	B: -3%	C: 2.3	D: ·	E: 3%	F: 16	G: 2%	H: 8	I: 3%
COc1ccc(Cc2nnnn2CC(=O)O)cc1
  A: 0%	B: -3%	C: 4.5	D: 1	E: 2%	F: 1	G: -17%	H: 0	I: -3%
CCCc1cc(=O)oc2cc(OCC(=O)NC3CCN(Cc4ccccc4)CC3)ccc12
  A: 9%	B: -4%	C: -0.7	D: -4	E: -15%	F: -16	G: 0%	H: -24	I: -12%
COc1cc(C(=O)Nc2c(C)cc(C)cc2C)c(-n2cnnn2)cc1OC
  A: -10%	B: 7%	C: -3.0	D: ·	E: -2%	F: 2	G: -13%	H: 11	I: 1%
Cc1ccc(C(=O)NCC(c2ccco2)N2CCOCC2)cc1 (stereo unspecified)
  A: 5%	B: -11%	C: -0.5	D: 27	E: -5%	F: 1	G: 0%	H: 1	I: -4%
COCCN1CCN(C(=O)c2ccc3c(c2)S(=O)(=O)c2ccccc2C3=O)CC1
  A: 6%	B: -2%	C: -0.4	D: 7	E: 4%	F: 12	G: -4%	H: 0	I: 5%
CCOc1ccc(CCNC(=O)C(C)n2nc(C)n3c(cc4occc43)c2=O)cc1OCC (stereo unspecified)
  A: 1%&29%	B: 0%	C: -0.6	D: 1	E: -10%	F: -1&7	G: 4%	H: -10	I: 17%&-9%
C=CCn1c(SCc2ccc(C#N)cc2)nnc1-c1ccc(C)cc1
  A: -7%	B: -2%	C: -0.4	D: ·	E: -3%	F: 6	G: -4%	H: 3	I: 6%
CN(CCCC1CCCC1)C(=O)c1cc(COc2ccc(F)c(F)c2)on1
  A: ?	B: -7%	C: 0.2	D: 39	E: -4%	F: -1	G: 22%	H: -2	I: 2%
Nc1c(C(=O)c2ccc(F)cc2)oc2ccccc12
  A: 4%	B: -9%	C: -0.8	D: ·	E: 2%	F: -11	G: 6%	H: -24	I: 24%
Cn1c(/C=N/O)nc2ccccc21
  A: -3%	B: 4%	C: 4.5	D: 0	E: -8%	F: 1	G: 12%	H: -1	I: -4%
CCCCCn1c(SCC(=O)OC)nc2c1c(=O)[nH]c(=O)n2C
  A: 15%	B: -3%	C: -3.6	D: -4	E: -15%	F: 1	G: 26%	H: -17	I: 0%
CCn1c(C(=O)N2CCC(C(=O)NCc3ccc4c(c3)OCO4)CC2)cc2sccc21
  A: ?	B: -7%	C: -2.4	D: -13	E: -3%	F: 3	G: 4%	H: 4	I: -1%
COc1cc(OC)cc(C(=O)N/N=C2/SCC(=O)N2Cc2ccco2)c1
  A: ?	B: -1%	C: -1.1	D: -7	E: 6%	F: -6	G: -1%	H: 18	I: -7%[7.66 µM]
CCn1c(NCc2ccc(OC)cc2)nc2ccccc21
  A: -1%&1%	B: 1%	C: -0.7	D: 0	E: 6%	F: -14&-12	G: 0%	H: 3	I: 0%&-19%
COc1cccc(C2CC(OCCF)=CC(=O)O2)c1 (stereo unspecified)
  A: 6%	B: 0%	C: 1.0	D: 1	E: -18%	F: -6	G: ·	H: 0	I: 19%
COc1ccc(Oc2ccc3c(C(F)(F)F)cc(C(F)(F)F)nc3n2)cc1
  A: 0%	B: -3%	C: -0.7	D: ·	E: -7%	F: -10	G: -1%	H: -21	I: 21%
COc1ccc(C)cc1NC(=S)Nc1ccccc1SC
  A: -7%	B: -5%	C: -0.4	D: -1	E: -3%	F: -1	G: 3%	H: 2	I: 0%
Cc1oc(-c2ccc(F)cc2)cc1-c1nn2c(-c3ccoc3C)nnc2s1
  A: 4%	B: ?	C: -2.8	D: -74*	E: ?	F: -4	G: -4%	H: -27	I: -14%
Cc1ccc(C(=O)N2CCC3(CC2)Oc2ccc(Cl)cc2C(=O)C32CC(c3cccnc3)=NO2)s1 (stereo unspecified)
  A: -3%	B: -6%	C: -0.5	D: 0	E: -4%	F: -29	G: 9%	H: -21	I: -4%
CCc1ccccc1Nc1nn2c(=O)c3ccc(C(=O)NC(C)C)cc3nc2s1
  A: -7%	B: ·	C: ·	D: ·	E: ·	F: 6	G: 21%	H: ·	I: -5%
O=C1OC(c2ccc(O)cc2)(c2ccc(O)cc2)c2ccccc21
  A: -3%	B: -13%	C: 0.2	D: 2	E: -8%	F: 28&-2	G: -5%&11%	H: 0	I: -1%
CCc1cc2cccc(C)c2nc1SCC(=O)N1CCN(C(=O)c2ccco2)CC1
  A: -12%	B: -5%	C: -0.4	D: -3	E: -19%	F: 41*	G: -10%	H: 70	I: -7%
C/C(NCCN1CCOCC1)=C(\C#N)C(N)=O
  A: 8%	B: 9%	C: 3.1	D: -5	E: -3%	F: -4	G: 4%	H: -4	I: -4%
CCCCn1c(N)c(N(Cc2ccccc2OC)C(=O)C(C)Oc2ccc(Br)cc2)c(=O)[nH]c1=O (stereo unspecified)
  A: 5%	B: -1%	C: -3.6	D: 3	E: -2%	F: 0	G: 21%	H: 5	I: -19%
CC(Sc1nnc(-c2ccccc2)c(-c2ccccc2)n1)C(=O)Nc1ncc(Cl)cc1Cl (stereo unspecified)
  A: ?	B: -8%	C: -4.0	D: 8	E: 2%	F: -9	G: -1%	H: -10	I: -11%
CCOC(=O)[C@]12CCC=C1N(Cc1ccc(Cl)cc1Cl)C(=O)[C@H](CC(=O)N1CCOCC1)C2
  A: 16%	B: 6%	C: 2.2	D: -7	E: -7%	F: -10	G: -6%	H: -23	I: 0%
O=C(Nc1c(-c2ccc3c(c2)OCO3)[nH][nH]c1=O)c1cnccn1
  A: 13%	B: 10%	C: 0.2	D: 4	E: -9%	F: -7	G: 6%	H: -21	I: -3%
O=S(=O)(/N=C(/Nc1cccc2ccccc12)c1ccc(F)cc1)c1ccccc1
  A: ?	B: -14%	C: -0.9	D: 7	E: -2%	F: -1	G: 4%	H: -10	I: 3%
CC(=O)c1sc2nc(SCC(=O)NCCc3ccccc3)[nH]c(=O)c2c1C
  A: 37%[activator]	B: 1%	C: -3.7	D: -17	E: -2%	F: 3	G: -1%	H: -9	I: 12%
O=C(O)CCN1CCc2ccccc2C1c1cccs1 (stereo unspecified)
  A: 35%[activator]	B: 0%	C: 1.8	D: 3	E: -3%	F: 2	G: -3%	H: 2	I: 11%
S=C(NCc1ccco1)Nc1ccc(Oc2ccccc2)cc1
  A: ?	B: -2%	C: 1.7	D: 1	E: 17µM*	F: -1	G: 9%	H: 14	I: ?
C=CC[C@@H](CC(=O)NCCO)C(=O)N[C@@H](C)COC(=O)[C@H](CC=C)CC(=O)OC(C)(C)C
  A: 17%	B: -6%	C: 1.6	D: 9	E: -8%	F: 6	G: 8%	H: 1	I: -1%
CCc1ccc(CNC(=O)C2CC(=O)N(C3CCCC3)C2)cc1 (stereo unspecified)
  A: 4%	B: -3%	C: 1.0	D: -3	E: -10%	F: -1	G: 6%	H: -4	I: -3%
Cc1ccc(OC(=O)c2ccc([N+](=O)[O-])cc2Cl)cn1
  A: 28%	B: -10%	C: -4.2	D: 0	E: -29%	F: -5	G: -1%	H: -13	I: -1%
CC(=O)NCc1ccc(C(=O)CSc2nnc(-c3ccncc3)n2Cc2ccccc2)o1
  A: 7%	B: ?	C: -1.3	D: -8	E: ?	F: -1	G: 12%	H: ?	I: 4%
CCOC(=O)N1CCC(NC(=O)c2ccc3c(c2)N(C)CCS3)CC1
  A: 0%	B: -8%	C: 2.4	D: ·	E: -10%	F: 6	G: 4%	H: -13	I: 9%

As a short view, part of the list above.
Field names: A = GLP1R inv ag; B = WRN helicase inh; C = IL2 activator; D = PI5P4Ka inh; E = PLK1 PBD block; F = DRD3 agonist; G = GLP-1R agonist; H = DRD3 antagonist; I = HEK293 tox
CCn1c(NCc2ccc(OC)cc2)nc2ccccc21
  A: -1%&1%	B: 1%	C: -0.7	D: 0	E: 6%	F: -14&-12	G: 0%	H: 3	I: 0%&-19%
COc1cccc(C2CC(OCCF)=CC(=O)O2)c1 (stereo unspecified)
  A: 6%	B: 0%	C: 1.0	D: 1	E: -18%	F: -6	G: ·	H: 0	I: 19%
